Screens from PubChem BioAssay.
Lamin A splicing = changes lamin A minigene splicing in HeLa cells; HeLa LMNA splicing GFP/RFP minigene ratio, 48 h; Potency, µM (highest dose often 46.1 µM), without a hit: top-dose ratio change, negative = inhibition, hits mostly inhibitors; 200,000 compounds, 0.01% hits; AID 1487; active = well fitted inhibition curve with a large enough effect in the signal ratio, with a control signal flat, not every such curve was filed as active; inconclusive = small, poorly fitted or top-dose-only effect, or effect the other way, or a change in a side signal; the % refers to the signal ratio; also: potency is read from the fitted curve at half-maximal effect; % is scaled to controls: 0 for no effect and ±100 for the full control effect
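S3 HeLa cells stably expressing lamin A-EGFP splicing minigene plus DsRed2, 600 cells/well, 48 h compound exposure at 37C. Laser-scanning cytometry; analysed as GFP (500-530 nm)/RFP (575-640 nm) total intensity ratio; 0.5% DMSO vehicle.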
NPSR antag = neuropeptide S receptor (human) antagonism, cAMP; Q6W5P4; CHO-NPSR cells, cAMP TR-FRET, antagonist mode; Potency, µM (series often up to 38.3 µM), inactives show at the top dose activity change, negative = inhibition, usual class: inhibitors; 220,000 compounds, 1% hits; also: potency is read from the fitted curve at half-maximal effect; % is scaled to controls: 0 for no effect and ±100 for the full control effect; nearly all actives have a fitted effect of over 50% in size; many of its hits are not listed in these tables
Epigenetic reg = derepresses silenced GFP reporter in murine cells | murine LDR cells, GFP reporter derepression, 30 h | Potency, µM (series often up to 53.9 µM), for the others: top-dose GFP activation, actives largely listed as activators | 280,000 compounds, 0.2% hits; also: potency is read from the fitted curve at half-maximal effect; % of control where 0% means no effect; nearly all actives have a fitted effect of over 60% in size
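Murine LDR cells carrying a silenced, genomically integrated CMV-driven GFP reporter were exposed to compound for 30 hours at 37 C. After PBS washes, GFP-positive cells (20–120 um objects) were counted by laser-scanning microplate cytometry.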
IMPase Li inh = cell-permeable IMPase inhibitors with lithium potentiation. CHO-M1 cells, IP1 TR-FRET (IP-One), carbachol + lithium. Potency, µM (doses to about 59.4 µM), without a hit: at the top dose activity, negative = IMPase inhibition, actives largely listed as inhibitors. 210,000 compounds, 0.35% hits. AID 1457;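 also: IP1 builds up when IMPase is blocked and the TR-FRET signal falls; potency is read from the fitted curve at half-maximal effect; plate controls were basal vehicle for no effect and high inhibitor control for full effect; nearly all actives have a fitted effect of over 50% in size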
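CHO-M1, 2000 cells/well, 16–30 h culture; cpd + low Li+, 30 min 37C; lysis with d2-IP1/Eu-anti-IP1 Ab, 10 min RT; TR-FRET 665/620 ratio and 620 channel; AC50 via Hill.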
GLA spleen mod = alpha-galactosidase A (human) modulation; Potency, µM (doses to about 80 µM), without a hit: at the highest dose activity change, negative = inhibition, hits mostly inhibitors; human spleen homogenate, 4MU-alpha-Gal fluorescence, 40 min; 240,000 compounds, 0.008% hits; AID 2107;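 also: potency is read from the fitted curve at half-maximal effect; 0% = enzyme with vehicle and -100% = no enzyme basal signal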
Target sequence (P06280 32-429 limits assumed): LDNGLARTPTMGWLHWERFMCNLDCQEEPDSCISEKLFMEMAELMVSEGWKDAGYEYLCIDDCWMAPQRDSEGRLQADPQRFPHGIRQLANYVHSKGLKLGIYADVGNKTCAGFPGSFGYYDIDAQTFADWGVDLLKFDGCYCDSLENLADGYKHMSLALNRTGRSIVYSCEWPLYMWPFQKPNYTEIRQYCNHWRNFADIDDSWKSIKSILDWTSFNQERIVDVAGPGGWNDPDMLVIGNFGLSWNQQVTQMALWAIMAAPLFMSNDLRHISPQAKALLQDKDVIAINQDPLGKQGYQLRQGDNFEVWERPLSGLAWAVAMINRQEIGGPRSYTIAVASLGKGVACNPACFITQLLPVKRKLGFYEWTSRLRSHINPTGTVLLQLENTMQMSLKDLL
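Human spleen homogenate (1 ug) as enzyme source, 4-methylumbelliferyl-alpha-D-galactopyranoside 1 mM final, citrate/phosphate pH 5.0 with 0.01% Tween-20. Compounds 40 min at 37C, NaOH/glycine stop; fluorescence Ex 365/Em 440, Hill-fit AC50.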
CBFb-RUNX1 inh = inhibitors of human CBF-beta and RUNX1 interaction; AlphaScreen CBFb-His/RUNX1-biotin binding, biochemical; Potency, µM (highest dose often 59.8 µM), inactives show at the top dose activity, negative = inhibition, hits mostly inhibitors; 230,000 tested, under 10 active; AID 1477; also: % of control where 0% means no effect
Target sequence (Q01196 whole entry, looked up): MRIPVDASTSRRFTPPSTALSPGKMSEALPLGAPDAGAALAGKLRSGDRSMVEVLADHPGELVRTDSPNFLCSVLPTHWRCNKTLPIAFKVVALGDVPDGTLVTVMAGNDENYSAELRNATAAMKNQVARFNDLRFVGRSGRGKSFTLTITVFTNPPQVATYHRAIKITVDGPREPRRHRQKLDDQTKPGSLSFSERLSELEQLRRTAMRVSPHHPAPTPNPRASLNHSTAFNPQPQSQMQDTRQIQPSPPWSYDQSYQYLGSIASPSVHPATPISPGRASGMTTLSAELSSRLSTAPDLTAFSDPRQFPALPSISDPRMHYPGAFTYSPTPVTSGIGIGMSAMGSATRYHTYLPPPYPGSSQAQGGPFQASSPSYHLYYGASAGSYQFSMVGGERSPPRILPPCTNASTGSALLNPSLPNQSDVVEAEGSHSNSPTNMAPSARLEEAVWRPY
Target sequence (Q13951 whole entry, looked up): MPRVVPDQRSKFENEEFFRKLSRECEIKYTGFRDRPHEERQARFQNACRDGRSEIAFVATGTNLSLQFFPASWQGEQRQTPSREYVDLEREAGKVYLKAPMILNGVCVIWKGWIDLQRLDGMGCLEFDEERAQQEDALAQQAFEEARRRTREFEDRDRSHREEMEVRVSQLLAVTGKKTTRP
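Read-out: AlphaScreen. Format: His-CBF-beta with biotinylated RUNX1 (30 nM each) preincubated 20 min, compound 15 min, Ni-chelate plus streptavidin beads 90 min; room temperature throughout.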
KinaseGlo FLuc = counter-screen: inhibitors of Kinase-Glo firefly luciferase; Kinase-Glo luciferase, ATP luminescence, 8 min; 200,000 compounds, 0.28% hits; Q27757; Potency, µM (titrated, usually from 38.3 µM), for the others: at the highest dose activity change, negative = inhibition, hits mostly inhibitors; also: potency is read from the fitted curve at half-maximal effect; % is scaled to controls: 0 for no effect and ±100 for the full control effect; nearly all actives have a fitted effect of over 60% in size
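Compounds were added to a substrate mix at pH 7.2 (50 mM imidazole, 10 uM ATP, within the enzyme's linear range), followed by Kinase-Glo detection reagent; luminescence was measured after 8 minutes at ambient temperature.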
* hit, by the source's call; ? = inconclusive; . = not tested or not shown; & = joins results of further samples; [ ] = remark or other dose. Unless noted, calls follow the shape of the dose curve; as a rule, active = well fitted curve in the direction sought with a large enough effect; inconclusive = small, poorly fitted or top-dose-only effect, or another doubt; inactive = no such curve, though single readings can be large; an effect the other way counts as inactive or inconclusive.

Value order – Lamin A splicing | NPSR antag | Epigenetic reg | IMPase Li inh | GLA spleen mod | CBFb-RUNX1 inh | KinaseGlo FLuc
> Cc1nonc1CC(=O)N1CCCC(C(=O)c2ccc(Cl)cc2)C1 (stereo not given)
 : 1%[46 µM] | 12% | -0.6% | 11% | 7% | 14% | 5%
> Cc1ccc2[nH]c(=O)c(C(c3nnnn3CC3CCCO3)N3CCc4ccccc4C3)cc2c1 (stereo not given)
 : 0% | -6%[46.1 µM] | 0.0% | 24%[38.3 µM] | 1% | 3% | -4%
> c1nc(N2CCN(Cc3ccc4c(c3)OCO4)CC2)c2[nH]cnc2n1
 : -8% | 3% | -1.0% | 2% | -2% | 4% | 3%
> S=C(Nc1ccccc1Oc1ccccc1)NC1CCCC1
 : . | -39% | 3.0% | 16% | -6% | 9% | -4%
> COc1cccc(C(=O)NC(=S)Nc2ccc(N3CCCC3)cc2)c1
 : 18% | -14%[46.1 µM] | -1.1% | 3%[38.3 µM] | 7% | . | -2%
> S=C(Nc1ccccc1)NC1CCN(Cc2ccccc2)CC1
 : . | -11% | 1.0% | 5% | 10% | -3% | -2%
> CCOC(=O)N1CCN(c2cc(C)c([N+](=O)[O-])cc2F)CC1
 : . | -1% | 1.4% | 4% | -1% | -8% | -2%
> C=CCN1C(=O)/C(=C\c2ccc(Oc3nc(N4CCOCC4)nc(N4CCOCC4)n3)c(OC)c2)SC1=S
 : . | -32% | 3.4% | -2% | -6% | 4% | -3%
> Cc1n[nH]c(C)c1N1C(=O)c2cccc3cc(Br)cc(c23)C1=O
 : -7% | 7%[46.1 µM] | 2.2% | -17%[38.3 µM] | 1% | 2% | 23%
> COc1ccc(C2C3=C(CC(C)(C)CC3=O)OC(N)=C2[N+](=O)[O-])cc1 (stereo not given)
 : -4% | 3% | -1.8% | 3% | 5% | -5% | 3%
> CN(CCC1CCCCO1)Cc1cn(C)nc1-c1ccc2c(c1)OCCO2 (stereo not given)
 : -8%[46 µM] | 4% | 0.1% | 7% | 1% | 4% | 0%
> CCCCCn1c(=O)c(C(=O)c2ccccc2)nc2ccccc21
 : 17% | ? | -3.1% | -8%[38.3 µM] | ? | -9% | -1%
> Cc1[nH]c2ccccc2c1/C=N/NC(=O)c1cc(C(C)(C)C)[nH]n1
 : . | -11% | -2.6% | . | 16% | -1% | .
> CCc1ccc(C(=O)NNC(=O)OC)cc1
 : . | 26% | 3.5% | -7% | 11% | -2% | -1%
> CCOC(=O)c1cc2c(=O)n3ccccc3nc2n(CC(C)C)c1=NC(=O)c1c(-c2c(F)cccc2Cl)noc1C
 : 19% | 4µM* | 0.2%&0.0% | 0% | -1% | 1% | 2%
> O=C(O)c1cc(-c2ccccc2)n(-c2ccc(Cl)cc2)n1
 : ? | -19% | -5.3% | -15% | -6% | 14% | 2%
> CCOc1ccc(NC(=O)NNC(=O)C2CCC(C(C)(C)C)CC2)cc1 (stereo not given)
 : -7%[46 µM] | 1% | -0.2% | 2% | 3% | -3% | -1%
> Cn1c(Cn2nnc3ccccc32)nnc1SCC(=O)N1CCc2ccccc21
 : 6% | -10%[46.1 µM] | -2.2% | -3%[38.3 µM] | 2% | 10% | 2%
> CC(C)CCNC(=O)NC(=O)COC(=O)CNC(=O)C1CCCCC1
 : ? | -10% | -1.4% | -10% | -2% | -15% | -2%
> CCOC(=O)c1ccccc1NC(=O)c1ccc(F)cc1
 : ? | -20%[46.1 µM] | -3.0% | 4%[38.3 µM] | -4% | 13% | 1%

The list continues:
Value order – Lamin A splicing | NPSR antag | Epigenetic reg | IMPase Li inh | GLA spleen mod | CBFb-RUNX1 inh | KinaseGlo FLuc
> CC(=O)Nc1ccc(S(=O)(=O)N=S(C)C)cc1
 : 7% | 16% | 0.0%&0.0% | 1% | 4%&1% | 4%&-1% | -4%[7.66 µM]
> CCCC(C)NC(=O)Cc1ccccc1[N+](=O)[O-] (stereo not given)
 : -3% | 9% | -3.0% | -7% | 5% | 9% | 3%
> S=C(Nc1cccc(Cl)c1)Nc1ccccc1Oc1ccccc1
 : 4% | ? | 0.0% | 16%[38.3 µM] | 5% | -3% | -2%
> Cc1ccc(S(=O)(=O)NCC(=O)N(CCc2ccccc2)CC(=O)NCc2ccco2)cc1
 : 10% | 4%[7.67 µM] | -1.2% | -2%[38.3 µM] | 4% | -3% | -5%
> O=C(c1ccc(Cl)s1)N1CCN(c2ccccc2)CC1
 : -2% | -23%[46.1 µM] | -1.0% | 12% | 0% | -7% | -1%
> CN(C)CCCNC(=O)CCC1CCCCC1
 : 7% | 1%[46.1 µM] | 0.0% | 25%[38.3 µM] | 0% | 16% | 0%
> COc1ccc(N2C3=C(CC4=C2CC(C)(C)CC4=O)C(=O)CC(C)(C)C3)cc1
 : ? | 2µM* | 1.4% | 14%[38.3 µM] | 7% | -1% | -3%
> NC(=O)C1=C[C@@H](c2ccc(Br)cc2)C[C@@H](OCc2ccc(CO)cc2)O1
 : . | 6% | -2.0% | -1% | -5% | 9% | .
> Cc1cc(C)nc(NC(=O)c2cccs2)n1
 : . | 7% | -1.1% | . | 2% | 9% | .
> CCOC(=O)c1cn(-c2ccc(F)c(F)c2F)c2c(F)c(F)c(F)cc2c1=O
 : -4% | -17%[46.1 µM] | 0.1% | 11%[38.3 µM] | -8% | 2% | -4%
> COc1ccc(OC2C(O)COC2/C=C/C#Cc2ccccc2)cc1 (stereo not given)
 : . | . | 0.0%[10.1 µM] | . | -1%[17.5 µM] | 15%[13.1 µM] | .
> CSCC(C)N1CCC(CO)(CCCc2ccccc2)CC1 (stereo not given)
 : . | 2% | 0.0% | 13% | 2% | ? | -1%
> Cc1cc(NC(=O)c2ccc(NC(=O)C(C)Oc3ccccc3)cc2)no1 (stereo not given)
 : -3% | -8%[46.1 µM] | -1.2% | 6% | -3% | 9% | 2%
> O=C(Nc1ccc(F)cc1F)c1csc(-c2ccncc2)n1
 : -12%[46 µM] | -12% | 0.9% | 3% | 4% | -1% | 4%
> CCOC(=O)c1c(C)[nH]c(C(=O)OCC(=O)NC(C)(C)C)c1C
 : -14%[46 µM] | 2% | -2.6% | 1% | 7% | 9% | 2%
> O=C(c1cc2nc(-c3ccco3)cc(C(F)(F)F)n2n1)N1CCN(Cc2ccccc2)CC1
 : ? | -24%[46.1 µM] | -1.0% | 6%[38.3 µM] | -7% | -1% | -2%
> S=c1sc2c(N3CCN(Cc4ccccc4)CC3)ncnc2n1-c1ccccc1
 : 10% | -10%[46.1 µM] | -2.3% | 42%[activator][38.3 µM] | 9% | -2% | -1%
> COc1cccc(/C=N\NC(=O)c2cc(OCC(F)(F)F)ccc2OCC(F)(F)F)c1
 : 18% | -25%[46.1 µM] | -1.5% | 10%[38.3 µM] | 15% | -2% | 0%
> O=C(NCc1ccc(F)cc1)C1CCN(C(=O)NCc2ccccc2)CC1
 : -3% | -13%[46.1 µM] | 0.0% | 14%[38.3 µM] | 2% | 5% | -2%
> O=C(Nc1cccc(S(=O)(=O)NC2=NCCCCC2)c1)c1cc(-c2ccc(Cl)cc2)nc2ccccc12
 : -7% | 0% | 1.1% | 1% | -16% | -19% | -5%

Exported tab-delimited: part of the list above
structure	Lamin A splicing	NPSR antag	Epigenetic reg	IMPase Li inh	GLA spleen mod	CBFb-RUNX1 inh	KinaseGlo FLuc
NC(=O)C1=C[C@@H](c2ccc(Br)cc2)C[C@@H](OCc2ccc(CO)cc2)O1	.	6%	-2.0%	-1%	-5%	9%	.
Cc1cc(C)nc(NC(=O)c2cccs2)n1	.	7%	-1.1%	.	2%	9%	.
CCOC(=O)c1cn(-c2ccc(F)c(F)c2F)c2c(F)c(F)c(F)cc2c1=O	-4%	-17%[46.1 µM]	0.1%	11%[38.3 µM]	-8%	2%	-4%
COc1ccc(OC2C(O)COC2/C=C/C#Cc2ccccc2)cc1 (stereo not given)	.	.	0.0%[10.1 µM]	.	-1%[17.5 µM]	15%[13.1 µM]	.
CSCC(C)N1CCC(CO)(CCCc2ccccc2)CC1 (stereo not given)	.	2%	0.0%	13%	2%	?	-1%
Cc1cc(NC(=O)c2ccc(NC(=O)C(C)Oc3ccccc3)cc2)no1 (stereo not given)	-3%	-8%[46.1 µM]	-1.2%	6%	-3%	9%	2%
O=C(Nc1ccc(F)cc1F)c1csc(-c2ccncc2)n1	-12%[46 µM]	-12%	0.9%	3%	4%	-1%	4%
CCOC(=O)c1c(C)[nH]c(C(=O)OCC(=O)NC(C)(C)C)c1C	-14%[46 µM]	2%	-2.6%	1%	7%	9%	2%
O=C(c1cc2nc(-c3ccco3)cc(C(F)(F)F)n2n1)N1CCN(Cc2ccccc2)CC1	?	-24%[46.1 µM]	-1.0%	6%[38.3 µM]	-7%	-1%	-2%
S=c1sc2c(N3CCN(Cc4ccccc4)CC3)ncnc2n1-c1ccccc1	10%	-10%[46.1 µM]	-2.3%	42%[activator][38.3 µM]	9%	-2%	-1%

More structures
Value order – Lamin A splicing | NPSR antag | Epigenetic reg | IMPase Li inh | GLA spleen mod | CBFb-RUNX1 inh | KinaseGlo FLuc
> Cc1oc(CSCC2CCCO2)cc1C(=O)O (stereo not given)
 : 4% | -4%[46.1 µM] | 5.9% | 11%[38.3 µM] | -1% | 1% | -1%
> O=C(CCS(=O)(=O)Cc1ccccc1)N1CCN(c2ccccc2)CC1
 : 5% | -13%[46.1 µM] | -8.7% | 4%[38.3 µM] | 6% | -1% | 2%
> Cc1ccnc(SCc2cc(=O)c(OC(=O)c3ccc(Br)o3)co2)n1
 : -4% | 30% | -1.0% | -4% | -4% | -3% | 3%
> COc1ccc(/C=C/C(=O)OC(C)CN2CCOCC2)cc1 (stereo not given)
 : 10% | -16%[46.1 µM] | -1.2% | -9%[38.3 µM] | 0% | 1% | -2%
> Cc1c(C(=O)NCc2ccccc2)oc2c1C(=O)CCC2
 : -11% | 1%[46.1 µM] | -1.9% | 2% | -1% | 6% | 2%
> NC(=O)Cc1nc(-c2ccc(F)cc2)cs1
 : . | 19% | 0.1% | . | -6% | 8% | .
> O=C(c1ccc(S(=O)(=O)Cc2ccccc2Cl)c([N+](=O)[O-])c1)N1CCN(c2ccccn2)CC1
 : . | -8% | 3.9% | 5% | 1% | -12% | 0%
> Cc1cc(C)n2c(C)nnc2c1
 : . | 14% | -1.1% | . | 19% | 15% | .
> COC(=O)c1ccccc1SC(CC(=O)c1ccccc1)c1ccc(F)cc1 (stereo not given)
 : . | 7% | 22µM* | . | 1% | ? | .

Some of the compounds tested; the hit share may differ from the screen's.
